Screens deposited in PubChem by Broad Institute.
C2C12 statin: protects C2C12 myotubes from simvastatin toxicity; rescue of ATP level, % at 7.49 µM; ATP luminescence, 48 h; scaled: DMSO 0, geranylgeraniol control 100; 0.78% of 330,000 active; AID 602340;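 active means mean ATP rescue above about 67%, or every replicate alone reaching that limit, limit read from the data, passing the limit was not always enough; inconclusive means no clear call, values can overlap the other calls; inactive means mean under the limit and some replicate under it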;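 further: myotubes were challenged with 10 µM simvastatin during compound exposure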
DENV2 CPE: inhibitors of DENV2 cytopathic effect. CPE inhibition, % at 9.99 µM. DENV2-infected cells, cytopathic effect rescue, plate reader. AID 651640. 1.7% of 350,000 active; in the data active means CPE inhibition above about 20%, passing the limit was not always enough; inconclusive means no clear call, values can overlap the other calls; tested in BHK-21 cells;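 further: 0% = median of neutral control wells and 100% = median of positive control wells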
S100A4 MyoIIA: inhibitors of human S100A4 binding to myosin IIA peptide. S100A4/TAMRA-MyoIIA peptide fluorescence polarization. inhibition, % at 10.7 µM. 0.14% of 360,000 active. AID 652163;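 active means mean inhibition of at least 70% across replicates, with every replicate also reaching that level; inconclusive means mean inhibition reaches 70% but some replicates fall short; inactive means mean inhibition below 70%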
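Test system: S100A4 monomer protein. Medium: HEPES buffer with Ca2+, pH 7.2. Reagent: fluorescent myosin IIA peptide, 5 nM. Compound dosing: single-point compound testing. Timing: 5 min between mix addition and reading. Benchmarks: DMSO neutral and TFP positive wells.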
SIRT5 block: sirtuin-5 (human) deacylase inhibition; Purified SirT5, succinyl-peptide AMC, trypsin-coupled fluorescence; inhibition, % at 15 µM; 1.1% of 330,000 active; in the data active means inhibition above about 15%; inconclusive means no clear call, values can overlap the other calls
PglD DTNB: inhibitors of Campylobacter jejuni PglD acetyltransferase; purified PglD enzyme, DTNB colorimetric CoA detection; inhibition, % at 12.5 µM; 0.098% of 360,000 active; in the data active means inhibition above about 16%, passing the limit was not always enough; inconclusive means no clear call, values can overlap the other calls; further: strong numbers were not always called active
ERp5 inh: inhibitors of human ERp5. Q15084. ERp5 insulin aggregation, absorbance 650 nm, 90 min. inhibition, % at 9.99 µM. 0.05% of 350,000 active;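 active means mean replicate inhibition above about 25%, with every replicate also reaching it, limit read from the data, passing the limit was not always enough; inconclusive means only one of those two criteria met; inactive means neither criterion met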
Target sequence (Q15084 whole entry, looked up): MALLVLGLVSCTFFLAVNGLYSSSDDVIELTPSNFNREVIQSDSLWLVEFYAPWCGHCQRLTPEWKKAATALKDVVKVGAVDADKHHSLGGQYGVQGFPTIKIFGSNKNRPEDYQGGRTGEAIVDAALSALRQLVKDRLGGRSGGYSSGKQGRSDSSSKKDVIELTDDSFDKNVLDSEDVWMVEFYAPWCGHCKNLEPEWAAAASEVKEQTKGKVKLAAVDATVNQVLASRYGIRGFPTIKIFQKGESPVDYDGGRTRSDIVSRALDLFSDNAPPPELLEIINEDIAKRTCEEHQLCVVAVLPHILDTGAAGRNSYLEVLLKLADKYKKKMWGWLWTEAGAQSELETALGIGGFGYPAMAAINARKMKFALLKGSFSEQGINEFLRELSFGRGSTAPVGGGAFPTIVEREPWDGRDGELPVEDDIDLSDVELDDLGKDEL
E-selectin induc: induces E-selectin expression in human endothelial cells. activation, % at 7.58 µM. 0.37% of 260,000 active. HUVEC E-selectin immunofluorescence imaging; normalized: neutral wells 0, TNF-alpha wells 100. P16581;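 active means mean E-selectin-positive cell signal at least 10% of the positive control, reached in at least 60% of replicates, without over 20% cell loss; inconclusive means no rule given, readout overlaps actives, possibly toxicity-flagged; inactive means the rest, including those meeting only one limit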;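 further: in these data hits start at about 27%; measured in HUVEC primary endothelial cells; signal is the percent of cells scored E-selectin positive by PE staining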
Target sequence (P16581 whole entry, looked up): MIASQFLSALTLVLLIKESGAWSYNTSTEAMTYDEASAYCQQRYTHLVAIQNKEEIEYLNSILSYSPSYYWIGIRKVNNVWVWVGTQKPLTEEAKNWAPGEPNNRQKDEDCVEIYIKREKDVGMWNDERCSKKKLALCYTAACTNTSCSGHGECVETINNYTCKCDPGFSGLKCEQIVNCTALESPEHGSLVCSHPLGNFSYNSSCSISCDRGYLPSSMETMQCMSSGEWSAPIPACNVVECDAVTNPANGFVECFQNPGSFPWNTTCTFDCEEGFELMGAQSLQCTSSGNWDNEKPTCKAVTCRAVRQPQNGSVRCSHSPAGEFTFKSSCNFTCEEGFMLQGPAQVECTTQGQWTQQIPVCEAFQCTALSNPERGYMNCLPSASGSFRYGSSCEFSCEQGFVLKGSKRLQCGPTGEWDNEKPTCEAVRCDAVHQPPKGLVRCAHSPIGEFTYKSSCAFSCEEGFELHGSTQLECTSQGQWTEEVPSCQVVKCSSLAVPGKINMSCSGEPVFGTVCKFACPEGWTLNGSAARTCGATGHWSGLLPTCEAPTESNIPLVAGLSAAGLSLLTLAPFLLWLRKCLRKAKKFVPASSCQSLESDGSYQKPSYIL
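Assay system: HUVEC, human umbilical vein endothelial cells / Amount: 3,000 HUVEC/well / Controls: TNF-alpha positive control, DMSO neutral control / Compound dosing: single concentration / Medium: EGM-2 over gelatin coat / Evaluation: percent E-selectin-positive cells / Signal: immunofluorescence imaging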
* marks the source's active call; other numbers are inactive results; ? = inconclusive; nt = not tested or not shown.

SMILES	C2C12 statin	DENV2 CPE	PglD DTNB	S100A4 MyoIIA	E-selectin induc	ERp5 inh	SIRT5 block
CCCNC(=O)C[C@@H]1CC[C@H]2[C@@H](COc3ccc(NC(=O)NC(C)C)cc3C(=O)N2C)O1	24	-2	1	2	0.1	7	-6
CCN(CC)S(=O)(=O)c1ccc(-c2nnc(SCC(=O)Nc3ccc(OC)cc3)o2)cc1	5	nt	2	nt	-2.5	nt	nt
COc1cc(C(=O)Nc2nnc(SC)s2)c([N+](=O)[O-])cc1OC	nt	?	nt	-6	nt	0	-4
CCO[C@@H]1OC(C(=O)NCc2nc3ccccc3[nH]2)=C[C@H](C2CCCCC2)[C@H]1CCCO	0	5	-7	-1	-0.1	5	nt
CNC[C@@H]1OCCCC[C@@H](C)Oc2ccc(NS(=O)(=O)c3ccc(Cl)cc3)cc2C(=O)N([C@H](C)CO)C[C@H]1C	-8	?	-2	-4	0.4	2	6
COCCN(Cc1cc2ccc(C)c(C)c2nc1Cl)C(=O)N1CCOCC1	nt	-2	nt	42	-0.4	-3	-2
C[C@H]1CN([C@@H](C)CO)C(=O)Cc2cc(NC(=O)Nc3ccc(C(F)(F)F)cc3)ccc2O[C@@H]1CN(C)Cc1ccc2c(c1)OCO2	-21	-6	3	6	0.1	1	4
O=C(C[C@H]1CC[C@@H]2[C@H](COC[C@@H](O)CN2Cc2cccc(Cl)c2)O1)N1CCCCC1	39	0	0	-1	-0.1	-4	6
Cc1ccc2c(c1)N(C(=O)CCC(=O)NCc1cccc(Cl)c1)CC(C)O2 (configuration not stated)	15	15	1	-10	0.2	-2	-1
Cc1cc(F)ccc1NC(=O)c1cc(S(=O)(=O)N2CCCC2)cn1C	-2	-1	2	-1	-0.1	4	-4
CO[C@H]1CN(C)C(=O)c2ccc(NS(C)(=O)=O)cc2OC[C@@H](C)N(C(=O)C2CC2)C[C@@H]1C	1	3	2	3	0.1	-4	0
CC(C)N1CC2=C(C1=O)C(c1ccc(O)cc1)NC(=O)N2C (configuration not stated)	nt	2	nt	-9	nt	1	-1
O=C(CNC(=O)c1ccc(F)cc1)N/N=C/c1ccc(O)c([N+](=O)[O-])c1	nt	?	nt	5	-1.6	4	5
CCc1nnc(NC(=O)CSc2nc3ccc(OC)cc3[nH]2)s1	nt	6	nt	-2	1.7	0	-1
Fc1ccc2c(c1)Sc1ccc(Cl)cc1CC2N1CCN(CCC2OCCO2)CC1 (configuration not stated)	nt	-17	nt	-4	0.4	4	nt

Next section.
SMILES	C2C12 statin	DENV2 CPE	PglD DTNB	S100A4 MyoIIA	E-selectin induc	ERp5 inh	SIRT5 block
Cc1ccc(CS(=O)(=O)Cc2ccc(C(=O)NCc3ccco3)o2)cc1	3	9	-2	0	nt	-1	2
Cc1cc(=O)oc(C)c1C(=O)OC(C(=O)c1ccccc1)c1ccccc1 (configuration not stated)	nt	-5	nt	1	-0.2	-1	-8
Cc1ccc(NCC(=O)Nc2cccc(F)c2)cc1S(=O)(=O)N1CCCCCC1	-4	5	-4	-14	-1.1	4	-2
COc1cc(/C=C2\N=C(c3ccccc3)NNC2=O)cc(OC)c1OC	nt	-4	-5	-5	-3.1	3	2
C[C@H](CO)N1C[C@H](C)[C@H](CN(C)C(=O)Nc2ccccc2)Oc2ncc(C#Cc3ccc(F)cc3)cc2C1=O	14	-2	2	-67	0.2	1	-2
CCCCN(C(=O)CCC(=O)Nc1cc(C)on1)C(C(=O)NC1CCCC1)c1cccc(OC)c1 (configuration not stated)	5	13	-5	1	0.0	-1	0
COc1ccc(-c2cc(C(=O)NC3CCCC3)c3ccccc3n2)cc1OC	-2	5	2	1	nt	nt	-2
COc1ccc(NS(=O)(=O)c2csc(C(N)=O)c2)cc1	2	1	-9	-6	0.5	0	-3
CCN(CCn1cccn1)C(=O)CC1C(=O)NCCN1Cc1ccc(F)cc1 (configuration not stated)	-7	17	-2	0	nt	5	-1
CC(=O)c1ccc(N(C(=O)CNC(=O)c2ccco2)C(C(=O)NC2CCCC2)c2cccnc2)cc1 (configuration not stated)	10	19	-7	-3	nt	0	-1
COc1ccc(N(CC(=O)Nc2ccccc2F)S(=O)(=O)c2ccc(OC)c(OC)c2)cc1	3	-1	1	0	nt	5	-1
O=C([O-])c1cc(-c2ccccc2)cc(-c2ccccc2)[n+]1Cc1ccccc1	nt	-9	nt	4	0.4	1	nt
CN(C)C(=O)C[C@@H]1CC[C@@H](NC(=O)Nc2cccc(F)c2)[C@@H](CO)O1	2	-4	-2	-3	-0.4	-2	3
Cc1ccccc1S(=O)(=O)N1C[C@@H](O)COC[C@H]2O[C@H](CC(=O)N3CCCCC3)CC[C@@H]21	0	-11	-1	0	-0.3	6	-2
CCCNC(=O)Nc1ccc2c(c1)OC[C@H](C)N(S(C)(=O)=O)C[C@@H](C)[C@@H](OC)CN(C)C2=O	nt	2	nt	-31	-0.3	6	15*

Carrying on:
SMILES	C2C12 statin	DENV2 CPE	PglD DTNB	S100A4 MyoIIA	E-selectin induc	ERp5 inh	SIRT5 block
O=C(C[C@@H]1CC[C@@H](NC(=O)Nc2cc(F)ccc2F)[C@@H](CO)O1)NCCCN1CCOCC1	-1	-6	2	-34	-0.3	-4	2
COc1ccc(CC(=O)OCC(=O)Nc2ccc3c(c2)OCCO3)cc1OC	4	3	nt	10	nt	-2	5
O=c1ccc(-c2ccc(S(=O)(=O)Nc3ccc(F)cc3)o2)n[nH]1	8	1	0	-7	nt	3	-12
COC(=O)[C@@]12C[C@@H](CC(=O)N3CCN(C(=O)C4CC4)CC3)C(=O)N(CCc3ccc(OC)c(OC)c3)C1=CCC(C)(C)C2	nt	-8	nt	-2	-0.3	-3	nt
COc1cc2c(cc1OC)CN(C(=O)CCOc1ccccc1C)CC2	6	44*	-2	-4	nt	-1	1
CC1CN(C(C)C(=O)NNC(=O)c2ccc(F)cc2)CC(C)O1 (configuration not stated)	5	-2	-1	-1	0.0	-3	0
CC(=O)NC12CC3CC(C1)CC(C(=O)Oc1ccc(N(C)S(=O)(=O)c4cc(C)ccc4C)cc1)(C3)C2	16	-6	3	3	-2.2	6	1
O=C(c1cccnc1)N1CC2(C1)[C@H](c1ccccc1)[C@H](CO)N2C(=O)C1CCC1	nt	44*	nt	57	-0.2	4	1
O=C(CSc1ccc(-c2ccco2)nn1)NC1CCCCC1	nt	-9	nt	7	0.1	0	3
Cc1ccc(Cn2ncc3c(NCCN(C)C)ncnc32)cc1	7	12	nt	-1	0.0	2	-5
C[C@@H]1CN([C@H](C)CO)C(=O)c2cc(-c3ccncc3)cnc2O[C@H]1CN(C)S(=O)(=O)c1ccc(F)cc1	-3	-7	-4	1	0.0	1	-5
CCN(CC(=O)NC1CCS(=O)(=O)C1)C(=O)c1ccc(S(=O)(=O)N(CC)CC)cc1 (configuration not stated)	3	15	-4	3	nt	-5	-5
CC(C)=N/N=C1\NC(=O)C(C)S1 (configuration not stated)	nt	?	nt	-3	0.0	-2	0
O=C(OCC#CCSc1nnc(-c2cccc3ccccc23)o1)c1cnc[nH]1	-4	9	3	-12	-0.1	-6	nt
Cc1ccc(NC(=O)C(C)Sc2nc3nc(C)cc(C)n3n2)cc1 (configuration not stated)	-5	-3	1	10	0.1	0	-8

Remaining list, next part:
SMILES	C2C12 statin	DENV2 CPE	PglD DTNB	S100A4 MyoIIA	E-selectin induc	ERp5 inh	SIRT5 block
CCN(CC)C(=S)SCc1csc(CC(=O)Nc2ccccc2C)n1	-15	2	1	-5	nt	1	-1
COc1ccc(CN2CCNC(=O)C2CC(=O)NCc2ccc(C)s2)c(OC)c1 (configuration not stated)	nt	2	nt	-2	-0.1	-6	-1
COc1ccc(Cl)cc1N(CC(=O)Nc1ccccc1C(=O)N1CCOCC1)S(C)(=O)=O	14	?	-8	63	-1.5	-5	-2
COc1cccc2c1OCC/C2=N\NC(=O)C(C)Oc1ccc([N+](=O)[O-])cc1 (configuration not stated)	nt	12	nt	0	nt	-6	2
C[C@@H]1CN([C@H](C)CO)S(=O)(=O)c2ccc(-c3ccccc3)cc2O[C@H]1CN(C)S(=O)(=O)c1ccccc1F	-92	-7	1	0	0.1	-3	?
C[C@H]1CN([C@@H](C)CO)C(=O)c2cccc(NC(=O)NC3CCCCC3)c2O[C@@H]1CN(C)Cc1ccc(Oc2ccccc2)cc1	nt	-1	-2	10	0.9	8	4
CCOc1ccc(/C=N/NC(=O)c2c(C)n(C)c3ccc(OC)cc23)cc1	nt	12	nt	1	nt	2	0
Cc1cc(O)ccc1Nc1nc(-c2cccs2)cs1	nt	-3	nt	-3	7.8	-2	-2
COc1ccc(-c2coc3cc(OC(=O)N4CCOCC4)ccc3c2=O)cc1	-6	-1	-17	-4	0.2	-2	nt
CC(C)NC(=O)N1CCCCN2[C@H](C1)[C@H](c1ccc(C#C[C@@H](C)O)cc1)[C@@H]2CO	nt	8	0	4	0.4	-1	2
COC(=O)c1cc(OC)c(OC)cc1NC(=O)c1ccc(C)o1	nt	9	nt	-3	nt	-5	-1
O=C1COc2ccc(S(=O)(=O)Nc3ccc4c(c3)OCO4)cc2N1	1	18	6	3	13	1	-1
Cc1cccc(NC(=O)CCn2c(=O)oc3ccccc32)c1	4	2	3	1	0.2	-1	-1
CCOC(=O)C1(C)CCCN(C(=O)c2ccc3c(c2)CCO3)C1 (configuration not stated)	15	7	1	-1	0.0	0	-3
O=C(c1csc2c1CCCC2)N1CCN(c2ncccn2)CC1	nt	nt	7	-5	nt	9	-8

Arranged by length of the SMILES (low to high): part of the list above.
SMILES	C2C12 statin	DENV2 CPE	PglD DTNB	S100A4 MyoIIA	E-selectin induc	ERp5 inh	SIRT5 block
Cc1cc(O)ccc1Nc1nc(-c2cccs2)cs1	nt	-3	nt	-3	7.8	-2	-2
CCOC(=O)C1(C)CCCN(C(=O)c2ccc3c(c2)CCO3)C1 (configuration not stated)	15	7	1	-1	0.0	0	-3
CC(C)NC(=O)N1CCCCN2[C@H](C1)[C@H](c1ccc(C#C[C@@H](C)O)cc1)[C@@H]2CO	nt	8	0	4	0.4	-1	2

Following part
SMILES	C2C12 statin	DENV2 CPE	PglD DTNB	S100A4 MyoIIA	E-selectin induc	ERp5 inh	SIRT5 block
COC(=O)C[C@H]1CC[C@@H]2[C@@H](COc3ccc(NC(=O)c4cccc(Cl)c4)cc3C(=O)N2C)O1	10	-2	0	7	-0.1	5	16*
CCN1C(=O)/C(=C2/Sc3ccccc3N2CC)S/C1=N\c1ncn[nH]1	-6	0	-3	-4	-0.1	6	-3
CCOC(=O)N1CCC(N(CCOC)C(=O)Nc2ccc(Cl)cc2)CC1	0	-2	-3	2	nt	-10	-1
Cc1ccc(Cl)cc1NC(=S)N(CCCN1CCOCC1)Cc1ccco1	9	0	5	4	-0.1	1	2

This is a subset; count on the stated rates, not on these rows.
